Assay outcomes from PubChem BioAssay.
Glioma ERSR ind: induces the endoplasmic reticulum stress response in human glioma cells. U87-MG GRP78 promoter luciferase reporter, 16 h. Potency, µM, for the others: at the highest dose activation, actives largely listed as activators. 420,000 tested, 0.02% active; further: potency means the concentration at half of the fitted maximal effect; series mostly up to about 76 µM; % of control where 0% means no effect; nearly all actives have a fitted effect of over 35% in size
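Stably transfected U87-MG human glioma cells carrying a GRP78-based luminescent sensor were seeded at 1000 cells/well, pin-dosed with compounds and incubated 16 h. Luciferase reagent was then added, and end-point luminescence was read after 10 min at room temperature.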
D1 potentiator: enhances dopamine response at the human D1 receptor; P21728; HEK293 TREx D1 cells, calcium flux, dopamine EC20 potentiation; potentiation, % at 10 µM; 360,000 tested, 0.036% active; AID 504651; in the data active means potentiation above about 30%; further: 0% is about no effect
LDHA block: blocks human lactate dehydrogenase A. P00338. purified LDHA, NADH/diaphorase-resazurin fluorescence; hits give low values. activity change, % (values are at about 110 or 230 µM). 480,000 tested, 0.15% active; in the data active means activity change below about -30%; inconclusive means mostly about -25% to -30%;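 further: plate controls were DMSO wells for no effect and wells without enzyme for full effect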
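Enzyme activity of human lactate dehydrogenase 5 (2 nM; 0.06 mM NADH, 0.2 mM pyruvate, 5 min, RT) is measured via a resazurin/diaphorase fluorescence readout of residual NADH.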
RXFP1 agonist: agonists of human relaxin receptor RXFP1; 370,000 tested, 0.3% active; HEK293T-RXFP1 cAMP TR-FRET, 30 min; response scale: percent of porcine relaxin response, buffer zero; Q9HBX9; Potency, µM (highest dose often 57.5 µM), for inactives: at the highest dose activation, actives largely listed as activators; further: potency means the concentration at half of the fitted maximal effect; on the % scale 0 is the no-effect control and ±100 the full control effect; nearly all actives have a fitted effect of over 60% in size; many of its hits are not listed in these tables
Target sequence (Q9HBX9 whole entry, looked up): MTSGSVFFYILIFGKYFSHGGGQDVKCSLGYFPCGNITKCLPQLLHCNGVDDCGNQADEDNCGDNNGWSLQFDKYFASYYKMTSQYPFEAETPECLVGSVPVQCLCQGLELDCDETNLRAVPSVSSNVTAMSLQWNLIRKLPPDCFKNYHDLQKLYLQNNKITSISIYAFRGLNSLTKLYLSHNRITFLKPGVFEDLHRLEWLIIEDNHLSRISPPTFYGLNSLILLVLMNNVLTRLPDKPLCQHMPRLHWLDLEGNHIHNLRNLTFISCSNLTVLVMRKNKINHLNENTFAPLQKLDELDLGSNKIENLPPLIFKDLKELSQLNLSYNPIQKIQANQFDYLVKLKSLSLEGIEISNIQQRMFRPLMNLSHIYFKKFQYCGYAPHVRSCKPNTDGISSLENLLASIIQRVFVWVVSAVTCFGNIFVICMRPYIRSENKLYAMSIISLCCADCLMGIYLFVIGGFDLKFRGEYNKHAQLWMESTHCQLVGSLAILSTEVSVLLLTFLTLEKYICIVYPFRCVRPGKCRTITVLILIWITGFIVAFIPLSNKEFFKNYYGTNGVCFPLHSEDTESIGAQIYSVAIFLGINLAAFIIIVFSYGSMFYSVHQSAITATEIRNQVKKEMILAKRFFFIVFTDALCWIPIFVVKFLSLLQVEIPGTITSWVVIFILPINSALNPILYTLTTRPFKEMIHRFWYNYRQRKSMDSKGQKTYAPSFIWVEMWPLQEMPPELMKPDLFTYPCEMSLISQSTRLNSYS
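Agonist response is measured as cAMP accumulation in an RXFP1-transfected HEK293T line under PDE4 inhibition. Values are scaled between buffer-only and 29 nM porcine relaxin, and EC50s come from standard Hill equation fits.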
D1 ag: activates the human D1 dopamine receptor; P21728; HEK293 T-REx D1 cells, calcium flux, agonist mode; activation, % at 2 µM; 360,000 tested, 1% active; in the data active means activation above about 30%; further: 0% is about no effect
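Inducible HEK293 T-REx D1 cells, force-coupled to calcium signalling, were plated at 4000 cells/well with tetracycline and held overnight at 30 C. After no-wash calcium dye loading, compound-evoked calcium rise over 180 s flagged agonists.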
Vif-A3F inh: blocks the Vif interaction with APOBEC3F. HeLa A3F-eYFP + Vif (tagged APOBEC3F with the HIV-1 protein that degrades it), YFP fluorescence increase. Potency, µM (doses to about 46.1 µM), inactives show at the top dose activity, negative = active. 390,000 tested, 0.2% active. AID 602313; further: potency means the concentration at half of the fitted maximal effect; % of control where 0% means no effect; nearly all actives have a fitted effect of over 65% in size
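HeLa cells stably expressing Vif plus C-terminally eYFP-tagged A3F were seeded, incubated overnight at 37 deg C, dosed with compound, incubated overnight again at 37 deg C. Yellow fluorescence (Ex 488/Em 500-530) reported blocked Vif-mediated A3F-eYFP degradation.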
D1 antagonist: human D1 dopamine receptor antagonism; HEK293 TREx D1 cells, calcium flux, dopamine EC80; hits give low values; activity change, negative = inhibition, % at 10 µM; 360,000 tested, 3.2% active; in the data active means activity change below about -30%; further: on the % scale 0 is the no-effect control and ±100 the full control effect
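Allosteric or orthosteric antagonism assessed as attenuation of the calcium response to EC80 dopamine, added 180 s after compound, in induced HEK293 Trex D1 cells loaded with no-wash calcium dye.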
D2 PAM: positive allosteric modulators of human D2 dopamine receptor | HEK293 T-REx D2, calcium flux, EC20 dopamine potentiation | potentiation, % at 10 µM | 340,000 tested, 0.34% active;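 active means potentiation over 3 SD above the plate norm, cut at about 30% in these data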; further: 0% is about no effect
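Potentiation of an EC20 dopamine calcium response measured kinetically over 180 s, after a preceding 180 s compound-only read flagging agonists. Cells: inducible Hek293 Trex D2 line, 4000/well, cultured overnight at 30 C before dye loading.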
Vif-A3G inh: inhibitors of Vif-APOBEC3G interaction | Q9HC16 | HeLa A3G-eYFP + Vif (tagged APOBEC3G with the HIV-1 protein that degrades it), YFP fluorescence, overnight | Potency, µM (titrated, usually from 46.1 µM), for the others: top-dose activity, negative = active, actives largely listed as inhibitors | 410,000 tested, 0.076% active | AID 602310;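 further: potency means the concentration at half of the fitted maximal effect; on the % scale 0 is the no-effect control and ±100 the full control effect; nearly all actives have a fitted effect of over 60% in size; hits raise eYFP signal because A3G escapes Vif-driven loss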
Target sequence (Q9HC16 whole entry, looked up): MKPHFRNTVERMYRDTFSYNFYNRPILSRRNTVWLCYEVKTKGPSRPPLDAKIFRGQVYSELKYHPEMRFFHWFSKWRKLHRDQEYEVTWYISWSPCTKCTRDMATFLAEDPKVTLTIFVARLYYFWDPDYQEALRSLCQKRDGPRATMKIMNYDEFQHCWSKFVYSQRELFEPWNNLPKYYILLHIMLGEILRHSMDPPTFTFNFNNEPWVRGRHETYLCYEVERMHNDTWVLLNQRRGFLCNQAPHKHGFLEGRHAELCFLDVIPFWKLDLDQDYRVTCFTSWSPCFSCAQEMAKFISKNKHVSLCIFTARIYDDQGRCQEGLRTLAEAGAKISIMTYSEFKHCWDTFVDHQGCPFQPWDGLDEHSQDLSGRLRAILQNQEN
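Read-out is eYFP fluorescence (Ex 488/Em 500-530) from Vif-expressing HeLa A3G-eYFP cells; more signal means A3G escaped Vif-mediated degradation. Cells plated overnight, compound pinned in, incubated overnight at 37 deg C.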
The depositor's hits bear a star; u = inconclusive; x = not tested or not shown; & = joins results of further samples. Unless noted, the call rests on the fitted dose curve; in most records, active means well fitted curve in the direction sought with a large enough effect; inconclusive means small, poorly fitted or top-dose-only effect, or another doubt; inactive means no such curve, though single readings can be large; an effect the other way counts as inactive or inconclusive.

SMILES	Glioma ERSR ind	D1 potentiator	LDHA block	RXFP1 agonist	D1 ag	Vif-A3F inh	D1 antagonist	D2 PAM	Vif-A3G inh
COC(=O)C1=NNC(C(=O)c2ccco2)C1c1ccccc1 (centres undefined)	-1.4%	-3.5	3.9	0.9%	2.5	-2.3%	7.1	x	-1.9%
Fc1ccc(-n2ncc3c(Nc4ccc5c(c4)OCCO5)ncnc32)cc1	-4.3%	-3.4	-0.6	4.8%	-3.1	-11.3%	-26.7	12.5	2.9%
CCC(=O)NCCn1ccc2ccccc21	-2.3%	7.3	6.1	-0.3%	-1.2	-9.1%	-17.0	-2.2	0.0%
Cc1ccc(OCc2nnc(SCCN3CCOCC3)n2C)cc1	-3.8%	-0.3	-16.6	-0.2%	-0.6	-0.1%	-17.7	0.2	0.3%
COc1ccc(N2CCN(C(=O)CC(C)S(=O)(=O)c3ccc4c(c3)NC(=O)CO4)CC2)cc1 (centres undefined)	-2.1%	-3.2	-1.0	2.5%	4.7	-4.7%	-31.5*	-1.0	1.5%
COc1cc(/C=C2\SC(=S)N(NS(=O)(=O)c3ccc(C)cc3)C2=O)ccc1O	1.2%	3.7	-9.7	-16.3%	81.6*	u	-9.0	-14.0	-11.5%
CC1=C2C3OC(=O)C(C)C3CCC2(C)C=C(Br)C1=O (centres undefined)	1.0%	x	-3.2	x	x	7.6%	x	x	-1.8%
Cc1ccc(NC(=O)CSc2ccc(-c3ccco3)nn2)c(C)c1	-2.5%	-0.6	-1.4	3.9%	-1.5	4.3%	-8.6	-4.2	-18.4%
CCOC(=O)c1ccccc1NC(=O)CSc1cn(CC(=O)N2CCCCC2)c2ccccc12	-2.7%	-1.6	-12.2	1.0%	3.5	1.9%	1.8	1.3	-7.0%
COc1cc(OC)cc(C(=O)NC2CCN(CC(=O)Nc3cccc4ccccc34)CC2)c1	-1.1%	-6.1	1.4	0.2%	6.7	5.4%	10.2	-2.9	-9.5%
Cc1ccc(S(=O)(=O)N2CCCCC2CCNC(=O)C(=O)NCCc2ccco2)cc1 (centres undefined)	-5.9%	0.7	-3.6	0.6%	0.8	1.1%	2.0	10.0	u
O=C(CN1C(=O)c2ccccc2S1(=O)=O)NC1CCCCC1	-1.4%	-9.4	-5.5	3.5%	5.1	-8.0%	3.5	8.5	-0.6%
Nc1nnnn1CC(=O)OCc1cccc(Br)c1	-3.2%	1.3	-2.6	-0.2%	4.0	-8.1%	-14.4	-5.8	-0.6%
COc1ccccc1CNC(=O)CN1C(=O)NC(C)(c2ccc(C(C)(C)C)cc2)C1=O (centres undefined)	0.0%	3.2	-0.1	0.1%	1.9	11.9%	21.0	7.5	2.2%
CCOC(=O)c1c(C)[nH]c(C(=O)OCC(=O)Nc2cc(C)nn2-c2ccccc2)c1C	-2.9%	-4.0	-8.5	2.6%	1.6	-35.7%	-13.9	12.1	-0.1%
Cc1ccc(OCc2cc(C(=O)N3CCCC(C)C3)no2)cn1 (centres undefined)	1.7%	x	-6.2	x	x	1.0%	x	x	-2.4%
CN(CC(=O)Nc1ccccn1)S(=O)(=O)c1ccc(Cl)cc1	-5.0%	4.0	-15.1	1.0%	0.9	x	-10.2	-7.7	0.4%
Cc1nccc(-c2ccc(-n3c(C)ccc3C)cc2)n1	-3.7%	-2.2	-2.3	2.9%	-0.1	-3.9%	8.7	12.8	-0.2%
O=C(N/N=C/c1ccccn1)c1ccc(Cl)cc1	0.9%	0.9	-1.2	-1.7%	0.0	-11.3%	-6.5	-19.2	-1.1%
COc1ccc(Cl)cc1N1C(=N)SCC1=O	-4.8%	0.0	-3.7	-1.8%	1.1	5.2%	-10.6	8.7	1.0%
Cc1ccccc1NC(=O)CCC(=O)N/N=C/c1c[nH]c2ccccc12	9.5%	-0.5	1.7	-1.1%	1.7	-1.2%	5.5	x	6.3%
Cn1c(COc2cccc3ccccc23)nnc1SCC(=O)OC1CCCCC1	6.1%	0.7	0.8	0.0%	2.1	2.5%	15.3	-1.1	1.5%
CC(C)(C)C(=O)NC(=S)Nc1ccc(F)cc1	8.1%	-7.3	-14.2	0.3%	3.3	0.7%	-20.6	1.5	-7.9%
COCCNC(=O)C(c1ccc(F)cc1)N(Cc1ccccc1)C(=O)CCC(=O)Nc1ccccn1 (centres undefined)	-2.0%	x	-10.6	0.0%	3.5	-2.1%	26.2	0.4	-1.2%
Brc1ccccc1OCCCCCN1CCCC1	x	-7.6	x	0.4%	1.1	x	-3.0	-22.3	x

(list continues)
SMILES	Glioma ERSR ind	D1 potentiator	LDHA block	RXFP1 agonist	D1 ag	Vif-A3F inh	D1 antagonist	D2 PAM	Vif-A3G inh
Cc1cc(NC(=O)Cn2nc(C(F)(F)F)c3c2CCC3)n(-c2ccccc2)n1	-1.9%	4.9	-11.0	0.6%	7.9	-0.2%	-3.4	5.9	0.7%
CCCCNC(=O)NNC(=O)C1CC1(c1ccccc1)c1ccccc1 (centres undefined)	-3.2%	-4.4	-13.1	0.4%	0.4	19.3%	2.3	-3.1	-1.8%
Cn1c(=O)c2c(nc(SCC(=O)Nc3ccc(F)cc3)n2Cc2ccccc2F)n(C)c1=O	x	-2.4	-4.2	-1.9%	0.5	x	8.5	15.6	x
COc1ccc(OC)c(/C=C2\SC(N3CCCC(C)C3)=NC2=O)c1 (centres undefined)	-5.1%	18.5	-0.1	10.1%	1.2	-4.5%	6.3	11.6	-20.9%
CCN(CC)CCNC(=O)C(=O)Nc1cc2c3c(c1)CCN3C(=O)CC2	-1.8%	0.6	-5.6	2.0%	5.6	-1.3%	-3.9	x	-0.1%
O=C(CSc1nc2ccccc2nc1Cc1ccccc1)Nc1ccc2c(c1)OCO2	-1.8%	-0.8	-6.1	19.7%	3.9	-0.8%	5.6	-1.0	1.8%
CC1(C)OC2OC(C3COC(=O)O3)C(OC(=O)c3ccccc3)C2O1 (centres undefined)	-4.9%	x	1.2	x	x	-2.3%	x	x	2.6%
CN(C)CCn1c(=O)n(C2CCCCC2)c(=O)c2c3c(sc21)CCCCC3	-3.8%	x	-2.5	x	x	-22.3%	x	x	-3.5%
O=C(Nc1nccs1)C1Cc2ccccc2CN1S(=O)(=O)c1ccc(F)cc1 (centres undefined)	u	-0.7	-1.0	-4.3%	0.3	-1.6%	6.1	23.7	0.0%
CC12C=CC3(CN(Cc4ccccc4)C(=O)C3C1C(=O)NC1CC1)O2 (centres undefined)	-1.1%	-2.3	-1.2	-3.9%	3.5	-2.0%	1.4	0.1	0.8%
O=C(c1cccn1-c1nnc(N2CCCC2)s1)N1CCN(c2ccc(Cl)cc2)CC1	1.2%	-4.2	-6.5	-1.3%	1.1	1.0%	1.8	-5.2	0.6%
CCOc1ccc(-c2nonc2NC(=O)COc2ccccc2)cc1	-4.2%	-5.0	-7.5	0.8%	6.7	0.1%	5.1	-7.5	-0.9%
CN1CCN(Cc2nc(Cc3ccccc3)no2)CC1c1ccccc1 (centres undefined)	8.9%	-6.7	1.5	-2.2%	0.2	-4.2%	-3.0	-6.8	-6.2%
COCC(C)NC(=O)c1ccccc1OC(C)=O (centres undefined)	-1.4%	0.5	-6.3	1.5%	4.3	-1.3%	10.6	-4.4	0.0%
Cc1ccccc1-c1cc(C(=O)NCc2ccc(OC(F)(F)F)cc2)n(CC2CC(c3cccnc3)=NO2)n1 (centres undefined)	0.6%	x	1.7	x	x	2.7%	x	x	-1.0%
Cc1cccc(N=[N+]([O-])c2cccc(C)n2)n1	-0.4%	x	0.0	x	x	4.3%	x	x	-1.0%
O=C(CC(c1ccccc1)c1ccccc1)NCCOCc1ccccc1	-2.2%	-5.3	-2.9	0.0%	14.0	5.7%	-7.3	-4.0	-6.9%
N#C/C(C(=O)Oc1ccccc1)=C1\C=CC=CN1	-1.0%	-2.2	-7.2	0.0%	2.1	5.6%	-21.4	-0.4	4.2%
NC(=O)c1ccccc1NC(=O)/C=C/C(=O)O	-0.4%	-0.2	-5.2	1.4%	2.7	2.8%	8.2	-5.8	1.2%
CCCOC(=O)CCCCCCCCC(O)CN1CCCCC1 (centres undefined)	-6.6%	-1.5	8.0&-2.0	-1.2%	54.4*	-11.4%	-56.0*	-14.6	0.7%
O=C(NCCCc1nc2ccccc2n1Cc1ccccc1Cl)c1ccco1	-2.6%	-1.6	-2.2	-0.6%	-1.0	1.3%	19.7	-2.9	0.8%
O=C(COc1ccccc1F)Nc1ccc(S(=O)(=O)NCc2ccco2)cc1	-2.9%	-4.6	-0.1	4.1%	9.4	-14.3%	-15.0	-11.9	1.1%
CCOC(=O)N1CCN(c2c(NCCc3ccccc3)c(=O)c2=O)CC1	-2.5%	x	-14.1	1.3%	4.0	-1.1%	9.8	-6.3	1.1%
Cc1cccc(NC(=S)NNC(=O)c2ccc(O)cc2O)c1C	2.1%	-0.7	1.6	1.2%	-0.9	14.0%	-1.0	-7.0	-3.9%

Gathered by group, the entries above containing an aryl methoxy group.
SMILES	Glioma ERSR ind	D1 potentiator	LDHA block	RXFP1 agonist	D1 ag	Vif-A3F inh	D1 antagonist	D2 PAM	Vif-A3G inh
COc1ccc(N2CCN(C(=O)CC(C)S(=O)(=O)c3ccc4c(c3)NC(=O)CO4)CC2)cc1 (centres undefined)	-2.1%	-3.2	-1.0	2.5%	4.7	-4.7%	-31.5*	-1.0	1.5%
COc1cc(/C=C2\SC(=S)N(NS(=O)(=O)c3ccc(C)cc3)C2=O)ccc1O	1.2%	3.7	-9.7	-16.3%	81.6*	u	-9.0	-14.0	-11.5%
COc1cc(OC)cc(C(=O)NC2CCN(CC(=O)Nc3cccc4ccccc34)CC2)c1	-1.1%	-6.1	1.4	0.2%	6.7	5.4%	10.2	-2.9	-9.5%
COc1ccccc1CNC(=O)CN1C(=O)NC(C)(c2ccc(C(C)(C)C)cc2)C1=O (centres undefined)	0.0%	3.2	-0.1	0.1%	1.9	11.9%	21.0	7.5	2.2%
COc1ccc(Cl)cc1N1C(=N)SCC1=O	-4.8%	0.0	-3.7	-1.8%	1.1	5.2%	-10.6	8.7	1.0%
COc1ccc(OC)c(/C=C2\SC(N3CCCC(C)C3)=NC2=O)c1 (centres undefined)	-5.1%	18.5	-0.1	10.1%	1.2	-4.5%	6.3	11.6	-20.9%

Only part of the results is shown (hit frequency here may not be typical).
